Bioassay records deposited in PubChem by The Scripps Research Institute Molecular Screening Center.
FBW7 act – human FBW7 E3 ligase activation, primary screen | normalized activity (activation), % at 26.1 µM | Q969H0 | AID 1259310 | AlphaScreen FBW7–phospho-cyclin E peptide binding, activator screen | actives 0.13% (n = 650,000); in the data active means normalized activity above about 1.9%;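 further: purified mutant Fbw7 with reduced substrate affinity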
GPR151 activ – activates the human receptor GPR151; Q8TDV0; actives 1% (n = 650,000); PathHunter beta-arrestin GPR151 cells, luminescence; activation, % at 11.2 µM; in the data active means activation above about 4.9%;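 further: 0% = median of compound wells and 100% = cells with positive control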
Target sequence (Q8TDV0 whole entry, looked up): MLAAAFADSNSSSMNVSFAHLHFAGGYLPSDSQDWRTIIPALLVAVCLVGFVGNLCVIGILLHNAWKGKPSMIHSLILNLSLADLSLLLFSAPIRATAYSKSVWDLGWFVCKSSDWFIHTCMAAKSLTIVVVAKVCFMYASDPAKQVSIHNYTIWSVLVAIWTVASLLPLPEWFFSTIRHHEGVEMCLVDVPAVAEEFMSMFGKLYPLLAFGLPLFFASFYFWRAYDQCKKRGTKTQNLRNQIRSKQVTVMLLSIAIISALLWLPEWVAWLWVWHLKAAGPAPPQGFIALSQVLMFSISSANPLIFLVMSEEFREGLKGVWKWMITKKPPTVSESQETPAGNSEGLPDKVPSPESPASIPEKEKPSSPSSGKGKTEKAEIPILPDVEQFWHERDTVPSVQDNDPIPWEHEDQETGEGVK
MITF inh – inhibitors of human MITF | O75030 | AlphaScreen MITF homodimerization, bead proximity signal | inhibition, % at 2.6 µM | actives 0.91% (n = 650,000) | AID 1259374; in the data active means inhibition above about 50%;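 further: 0% = vehicle wells with protein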
Target sequence (O75030 whole entry, looked up): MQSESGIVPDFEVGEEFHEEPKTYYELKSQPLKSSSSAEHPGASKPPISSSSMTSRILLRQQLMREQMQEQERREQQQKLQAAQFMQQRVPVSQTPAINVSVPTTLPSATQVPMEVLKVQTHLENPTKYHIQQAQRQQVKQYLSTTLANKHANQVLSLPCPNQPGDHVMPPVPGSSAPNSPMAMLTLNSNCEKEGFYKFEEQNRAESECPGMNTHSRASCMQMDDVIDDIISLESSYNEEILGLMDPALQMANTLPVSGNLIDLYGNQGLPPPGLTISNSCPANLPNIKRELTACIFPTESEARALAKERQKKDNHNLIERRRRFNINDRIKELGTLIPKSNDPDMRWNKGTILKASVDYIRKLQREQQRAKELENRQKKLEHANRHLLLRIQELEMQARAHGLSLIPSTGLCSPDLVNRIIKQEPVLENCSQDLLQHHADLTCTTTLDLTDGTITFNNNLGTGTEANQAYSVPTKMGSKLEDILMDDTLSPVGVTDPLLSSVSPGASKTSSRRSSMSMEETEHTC
TEAD-YAP block – TEAD-YAP interaction inhibition | HEK-TIYL cells, TEAD-Gal4/YAP UAS-luciferase luminescence | inhibition, % at 9.12 µM | AID 1259422 | actives 1.4% (n = 640,000); in the data active means inhibition above about 32%;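 further: 0% = median of test compound wells and 100% = reference inhibitor wells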
An asterisk follows results filed as active; x = not tested or not shown. Hits appear at their usual frequency; about 3.4% have a hit in one of these screens.

Compound | FBW7 act | GPR151 activ | MITF inh | TEAD-YAP block
O=C(NCc1cccc(C(F)(F)F)c1)c1cccc(NCc2cccnc2)n1 | 0.2 | -0.5 | 23 | 30
NC(=O)c1nc(-c2cccs2)nc2c1[nH]c(=O)n2C1CCCCC1 | 0.1 | 0.3 | 8 | -4
COc1cccc(OC)c1-c1[nH]nc2nc(-c3ccc(=O)[nH]c3)ccc12 | -0.2 | 6.7* | 1 | 7
Cc1nn(C/C(N)=N/O)c(=O)n1-c1ccc(C(C)(C)C)cc1 | 0.0 | -1.6 | -9 | -1
CCOc1ccc(NC(=O)c2cn(CC)c3nc(C)ccc3c2=O)cc1 | -0.1 | 0.9 | -3 | -6
CC1=C(C(=O)Nc2ccccc2C)C(c2ccco2)C(C#N)=C(SCC(=O)Nc2ccc(Cl)cc2)N1 (configuration not stated) | 0.5 | -0.1 | 16 | 8
O=C(O)CCCN1C(=O)c2ccc(C(=O)O)cc2C1=O | 0.4 | 1.1 | -4 | -9
CCc1cccc(CC)c1NC(=O)CCCN1C(=O)c2ccccc2C1=O | -0.1 | 0.9 | 0 | 3
CCOC(=O)c1cnc2c(Cl)c(Cl)ccc2c1Nc1ccc(N(C)C)cc1 | -0.1 | -0.1 | -4 | 2
O=C(Cc1ccccc1)Nc1cccc(C(=O)Nc2nccs2)c1 | -0.3 | 1.5 | 2 | 11
CSc1nsc(SC)c1C(=O)O | -0.1 | -1.5 | 1 | 4
O=C(NCc1ccncc1)c1ccc(CN2CCc3ccccc3C2)cc1 | -0.1 | 0.7 | -3 | 14
COCc1cc(C)nc2sc3c(=O)n(-c4ccccc4)nnc3c12 | 0.6 | -1.3 | 14 | -2
Cc1ccc(O)c(C(CC(=O)NCc2cccnc2)c2ccccc2)c1 (configuration not stated) | 0.2 | 0.0 | 26 | 9
CN(c1ccccc1)S(=O)(=O)c1ccc(S(N)(=O)=O)cc1 | 0.0 | -1.5 | 19 | 4
O=C1C(=Cc2ccc(N3CCCC3)cc2)C(=O)c2ccccc21 | -0.1 | 0.8 | 2 | 1
CCC(C)(C)NC(=O)c1ccc(SC)cc1OC | 0.1 | -0.8 | 13 | -10
CCOc1ccc(C(C)NC(=O)Cc2ccccc2)cc1 (configuration not stated) | 0.1 | -0.2 | 14 | 13
COc1cc2c(C#N)c(N3CCCCC3)nc(N)c2c(N)n1 | -0.1 | -0.4 | -10 | -17
COC(=O)c1cccc(NS(=O)(=O)c2cc(Cl)ccc2Cl)c1C | 0.1 | 0.9 | 5 | 2
Cc1nc(N)nc(Cl)c1Cc1cccc2ccccc12 | 0.1 | -1.1 | 15 | -13
COc1ccccc1/C=N/NC(=O)c1ccc(Cl)cc1 | -0.1 | -1.5 | -5 | -2
Cc1ccc(C(=O)N2CCCC(CNS(=O)(=O)c3cccs3)C2)s1 (configuration not stated) | 0.0 | 0.7 | -13 | 11
O=S(=O)(c1cccc2nonc12)N1CCN(c2nnnn2-c2ccccc2)CC1 | 0.9 | -1.1 | 0 | 4
O=C(N/N=C/c1cc(Br)ccc1F)c1ccccc1O | 0.0 | -1.3 | -1 | -76
COc1ccccc1C1/C(=C(/O)c2ccc(Br)cc2)C(=O)C(=O)N1CCCn1ccnc1 (configuration not stated) | -0.1 | 0.7 | 17 | 6
C1COCCOCCOCCNCCOCCOCCOCCN1 | 0.2 | 0.0 | -1 | 19
Cc1cc(C)n(-c2nc(C)nc3sc4c(c23)CCC(C)C4)n1 (configuration not stated) | 0.0 | 0.4 | 11 | -7
O=C(O)c1cccc(NCc2ccc(F)cc2)c1 | -0.1 | -6.9 | 8 | 16
Nc1cccc(-c2cnc3[nH]c(=O)n(CCCO)c3n2)c1 | -0.6 | 0.5 | -8 | 3
Cc1cc(C)cc(NC(=O)c2cccc(C(=O)Nc3cc(C)cc(C)c3)c2)c1 | 0.1 | 1.3 | -10 | 7
Cc1nc2ccccc2c(=O)n1CC(C)C | 1.0 | -0.8 | 9 | -11
O=C(O)c1cccc(N2C(=O)CCC2=O)c1 | 0.4 | 0.8 | 13 | 3
COc1ccc(C)cc1-n1ccnc1SCC(=O)NCc1ccc2c(c1)OCO2 | -0.1 | 1.4 | -17 | -1
Cc1ccc2oc(=O)c3cnn(CC(=O)N4CCOCC4)c3c2c1 | 0.0 | -0.1 | 14 | 12
COc1ccc(Cl)cc1C(=O)CSc1nnnn1-c1ccccc1 | -0.1 | -0.1 | 6 | -3
CCCCN=C(N)NO | x | 0.0 | 14 | x
Cc1occc1-c1nnc(SCC(=O)N2CCCc3ccccc32)n1Cc1ccco1 | 0.2 | -0.9 | -12 | 1
CCOc1ccc(CN(CCc2ccc3c(c2)OCO3)Cc2cc(OC)c(OC)c(OC)c2)cc1 | -0.2 | -1.4 | 39 | 0
O=C(Nc1ccc(F)cc1)N1CCOCC1 | 0.4 | 0.7 | -4 | -8
Cc1ccccc1COc1coc(CN2CCN(c3cccc(Cl)c3)CC2)cc1=O | -0.1 | 0.0 | -9 | -10
COc1cccc(C(C2=C(O)CC(C)(C)CC2=O)C2C(=O)CC(C)(C)CC2=O)c1O (configuration not stated) | -0.2 | 1.3 | 5 | -5
O=C1N(c2ccccc2)C(c2ccccc2)C23CCCCC2(O)OC13O (configuration not stated) | -0.2 | 0.3 | -3 | 1
CCOC(=O)c1c(N2C(N)=C(C#N)C(c3ccccc3)C3=C2CCCC3=O)sc2c1CCCC2 (configuration not stated) | -0.1 | -0.9 | 1 | 29
CN1C(=O)C(C)(C)COc2ccc(NC(=O)NCc3cccs3)cc21 | 0.4 | 0.2 | 16 | -17
Cc1cccc(OCC(=O)Nc2ccc(C(=O)OC(C)C)cc2)c1 | 0.1 | -0.2 | 0 | 7
CCN(CC)S(=O)(=O)c1ccc(NC(=O)c2cccs2)cc1 | -0.2 | 0.4 | -6 | -9
Cc1ccc(S(=O)(=O)NC(CC(C)C)C(=O)N2CCOCCOCCOCC2)cc1 (configuration not stated) | 0.2 | -0.5 | 5 | 2
O=C(Nc1ccc(Cl)cc1)C1OC2OC3(CCCCC3)OC2C2OC3(CCCCC3)OC12 (configuration not stated) | 0.6 | 1.2 | 9 | 0
Cc1cccc(C)c1OCC(O)CN1CCN(CCO)CC1 (configuration not stated) | 0.0 | -1.3 | 12 | 9
COc1cccc(NC(=O)CC(=O)c2ccccc2)c1 | 0.0 | -0.1 | -9 | -45
O=C(NCCCCc1ccccc1)Nc1ccccc1 | 0.0 | -0.5 | 23 | -17
Cn1cc(S(=O)(=O)N2CCN(C(=O)c3ccco3)CC2)c(=O)n(C)c1=O | -0.1 | 0.4 | -7 | -5
O=C(Nc1cccc(-c2nc3ccccc3s2)c1)C(F)(F)F | 0.2 | -0.8 | 15 | -38
CC(=NCc1ccc(F)cc1)C1=C(O)c2ccccc2C1=O | 0.1 | 1.0 | 4 | 0
Cc1cccc(N2CCN(C(=O)c3ccc4c(c3)NC(=O)c3ccccc3N4)CC2)c1C | 0.0 | 1.6 | -4 | -5
CC(=O)c1c(Nc2cc(Cl)ccc2C)oc(C)cc1=O | -0.1 | 3.4 | -6 | -14
CC(C)CC(=O)NC(=S)Nc1ccc([N+](=O)[O-])cc1 | 0.0 | 0.8 | 16 | 5
COc1cc2c(cc1OC)CN(C(=O)C(=O)c1c(-c3ccccc3)cc3ccccn13)CC2 | 0.1 | -0.1 | 9 | 17
CCOC(=O)c1ccc(N2C(=O)CC(SCC(=O)Nc3ccc(Cl)cc3)C2=O)cc1 (configuration not stated) | 0.2 | 1.3 | 5 | 4

(list continues)
Compound | FBW7 act | GPR151 activ | MITF inh | TEAD-YAP block
Cc1csc(NC(=O)C2CCCN(S(=O)(=O)c3ccc4c(c3)oc(=O)n4C)C2)n1 (configuration not stated) | 0.4 | -0.4 | -12 | 30
CCOC(=O)c1cc(NS(=O)(=O)c2cccc(C)c2)cc(C(=O)OCC)c1 | -0.1 | -0.4 | 9 | -4
O=C(O)c1ccc(NS(=O)(=O)c2ccc3[nH]c(=O)c(=O)[nH]c3c2)cc1 | -0.2 | -0.6 | 12 | -8
COc1ccccc1NC(=O)CCc1c(C)nc2c(-c3ccccc3)c(C)nn2c1C | 0.0 | -0.8 | -5 | -5
CC(C)OC(=O)c1sc2nc(-c3ccccc3)ccc2c1N | -0.1 | 3.6 | -2 | 84*
CCCCNCCOc1cc(C)ccc1C | 0.0 | -0.7 | 14 | 5
Cc1cc(NCCCN2CCCC2=O)nc(-c2c(C)nn(C)c2C)n1 | 0.4 | -0.1 | 11 | -1
COc1ccc(CNCc2ccc(OC)c(Br)c2)c(OC)c1 | -0.2 | 0.2 | 12 | 3
CCC(Sc1nc2cc3c(cc2c(=O)n1CCCC(=O)NCc1ccc2c(c1)OCO2)OCO3)C(=O)NCc1cccnc1 (configuration not stated) | 0.0 | 0.7 | 0 | 8
Cc1nc(CCNCc2c(C(=O)N3CCCN(C)CC3)nc3sccn23)sc1C | 0.1 | -0.6 | -2 | -2
O=C(Nc1ccc(Cl)cc1)c1ncn[nH]1 | -0.8 | -0.9 | 14 | -2
COc1ccccc1-c1coc2cc(OCc3ccc(Cl)cc3)ccc2c1=O | 0.1 | -0.4 | -10 | 4
Cc1cc2c(=O)n(Cc3ccco3)c(SCC(=O)Nc3nccs3)nc2s1 | 0.6 | -0.5 | 6 | 17
Nc1cc(C(F)(F)F)ccc1N1CCOCC1 | -0.1 | 0.0 | 8 | -1
COc1ccc(/C=C2/NC(=O)N(CC(=O)Nc3cccc(C)c3)C2=O)c2ccccc12 | 0.1 | -0.3 | 6 | -1
COC(=O)C1=C(NC(=O)c2ccccc2Cl)CCS1 | -0.2 | 0.4 | 7 | 3
Cc1cc(C)cc(NC(=O)C2C3C=CC4(O3)C2C(=O)N(CCc2ccccc2)C4C(=O)NC2CCCC(C)C2C)c1 (configuration not stated) | -0.1 | 0.1 | -3 | -3
COc1ccc(N2C(=O)C3C4C=CC(C4)C3C2=O)nn1 (configuration not stated) | 1.5 | -1.2 | 21 | 0
CCCc1cc(C(=O)Nc2sc(C(C)=O)c(C)c2C(=O)OCC)no1 | 0.1 | 0.1 | -4 | 4
Cc1nc2c(O)cccc2c(=O)[nH]1 | 0.0 | -2.5 | 22 | x
O=C(c1ccc([N+](=O)[O-])cc1)N1CCOCC1 | 0.3 | -0.7 | 5 | -3
COc1ccc(-n2nc(C(=O)NCCCN3CC(C)CC(C)C3)c3ccccc3c2=O)cc1 (configuration not stated) | -0.1 | -0.8 | 9 | 1
COc1ccc(CCNC(=O)CCCN2C(=O)c3cccc4cccc(c34)C2=O)cc1OC | 0.1 | 1.9 | -4 | 6
CNc1nc2c(C)cccn2c(=O)c1C=NCc1ccccc1 | 0.1 | 1.5 | 7 | 9
Cn1cnc2cc(NCc3ccc(Cl)cc3)ccc21 | 0.1 | -0.5 | 14 | -75
O=C(Nc1ccccc1)c1cc2cc(Br)ccc2oc1=Nc1ccccc1F | 0.1 | -0.2 | 3 | -2
CCOC(=O)c1ccccc1NC(=O)C(Cl)(Cl)Cl | 0.0 | -1.5 | 15 | 7
CCOc1ccc(N2C(=O)CC(NCCc3ccc(Cl)cc3)C2=O)cc1 (configuration not stated) | -0.1 | -0.9 | 5 | 11
COC(=O)CSc1ccc(S(=O)(=O)N2CCCCCC2)cc1[N+](=O)[O-] | 0.1 | -0.2 | 3 | -1
CCN(CC)c1ccc(/C=c2\sc3n(c2=O)C(c2ccc(OC)cc2OC)C(C(C)=O)=C(C)N=3)c(OC)c1 (configuration not stated) | -0.1 | 0.8 | -14 | -13
O=C(COc1ccccc1)Nc1nnc(-c2ccc(Cl)cc2)o1 | -0.2 | 0.0 | -2 | -2
CCN(c1ccccc1)c1ncnc2c1cnn2-c1ccc(Cl)cc1 | 0.0 | 3.8 | -6 | 2
COc1cccc(OC)c1C(=O)Nc1ccc(S(=O)(=O)Nc2ncccn2)cc1 | 0.0 | 0.0 | 4 | -15
O=C(CCCN1C(=O)c2ccccc2C1=O)OC1CCCCC1=O (configuration not stated) | 0.1 | 0.4 | -1 | -7
COc1ccccc1N1CCN(c2ncnc3sc(C(=O)N(C)C4CCCCC4)c(C)c23)CC1 | 0.0 | 0.5 | -14 | 1
Cc1noc(C)c1COC(=O)c1ccc(Br)cc1 | -0.1 | -0.3 | -10 | 4
Cc1nc(SCC(=O)Nc2nnc(SCc3ccccc3)s2)n[nH]1 | 0.0 | -0.9 | 14 | 3
